Mtb BioA inh: inhibitors of Mycobacterium tuberculosis BioA enzyme; purified M. tuberculosis BioA enzyme, plate reader; inhibition, % at 9.99 µM; 360,000 tested, 0.096% active; in the data active = inhibition above about 40%
* hit, by the source's call. Not all compounds are listed. The share of hits here may be higher or lower than overall.

Start of the listing, in advance:
SMILES	Mtb BioA inh
O=C(C[C@@H]1C[C@@H]2c3cc(NS(=O)(=O)c4ccc(F)cc4)ccc3O[C@@H]2[C@H](CO)O1)NCC1CC1	-2.0
CC(C)NC(=O)N1[C@H](CO)[C@@H](c2ccccc2)[C@H]1CN(C)C(=O)c1cccnc1	1.6
CO[C@H]1CN(C)C(=O)c2cc(NC(=O)c3nc4ccccc4s3)ccc2OC[C@@H](C)N(Cc2cncnc2)C[C@@H]1C	-0.9

All compounds of this part, from the start:
SMILES	Mtb BioA inh
O=C(C[C@@H]1C[C@@H]2c3cc(NS(=O)(=O)c4ccc(F)cc4)ccc3O[C@@H]2[C@H](CO)O1)NCC1CC1	-2.0
CC(C)NC(=O)N1[C@H](CO)[C@@H](c2ccccc2)[C@H]1CN(C)C(=O)c1cccnc1	1.6
CO[C@H]1CN(C)C(=O)c2cc(NC(=O)c3nc4ccccc4s3)ccc2OC[C@@H](C)N(Cc2cncnc2)C[C@@H]1C	-0.9
COc1cccc(NC(=O)N2C[C@@H](O)COC[C@H]3O[C@H](CC(=O)NCc4ccccc4F)CC[C@@H]32)c1	2.9
Cc1ccccc1S(=O)(=O)N1CC[C@@H]2[C@H](CO)Nc3ccc(-c4cccc(F)c4)cc3[C@@H]21	-0.5
Cc1noc(C)c1NC(=O)Nc1ccc2c(c1)CC(=O)N([C@@H](C)CO)C[C@H](C)[C@H](CN(C)C(=O)NC(C)C)O2	-0.6
CO[C@@H]1CN(C)C(=O)c2ccc(NC(=O)Nc3c(C)noc3C)cc2OC[C@@H](C)NC[C@@H]1C	-0.9
CC(C)NC(=O)N[C@@H]1CC[C@H](CCNC(=O)C2CCCC2)O[C@H]1CO	-1.7
C[C@@H]1CN([C@H](C)CO)C(=O)c2cc(NC(=O)C3CCCCC3)ccc2O[C@H]1CN(C)C(=O)Nc1ccc2c(c1)OCO2	-2.5
CNC(=O)C[C@H]1CC[C@@H]2[C@H](COc3ccc(NC(=O)Nc4cccc(F)c4)cc3C(=O)N2C)O1	32
CN(C)CC(=O)Nc1ccc2c(c1)[C@H]1C[C@H](CC(=O)N3CCOCC3)O[C@@H](CO)[C@H]1O2	-3.0
COc1ccc(NC(=O)Nc2cccc3c2O[C@@H](CN(C)Cc2ccc(Cl)c(Cl)c2)[C@H](C)CN([C@H](C)CO)C3=O)cc1	0.4

Brought forward from above: 2 compounds, then new ones.
SMILES	Mtb BioA inh
CN(C)CC(=O)Nc1ccc2c(c1)[C@H]1C[C@H](CC(=O)N3CCOCC3)O[C@@H](CO)[C@H]1O2	-3.0
COc1ccc(NC(=O)Nc2cccc3c2O[C@@H](CN(C)Cc2ccc(Cl)c(Cl)c2)[C@H](C)CN([C@H](C)CO)C3=O)cc1	0.4
COc1ccc(S(=O)(=O)N(C)C[C@@H]2Oc3ccc(NS(=O)(=O)c4ccc(Cl)cc4)cc3CC(=O)N([C@@H](C)CO)C[C@@H]2C)cc1	-3.0
C[C@@H]1CN([C@@H](C)CO)C(=O)Cc2cc(NC(=O)Cn3cnnn3)ccc2O[C@@H]1CN(C)S(C)(=O)=O	-1.6
CN1C(=O)c2cc(NC(=O)c3ccc(F)c(F)c3)ccc2OC[C@H]2O[C@@H](CC(=O)O)CC[C@H]21	10
CO[C@H]1CN(C)C(=O)c2ccc(NC(=O)Nc3c(C)noc3C)cc2OC[C@H](C)NC[C@H]1C	-0.7
COc1ccc(S(=O)(=O)N(C)C[C@@H]2OCCCC[C@@H](C)Oc3ccc(NC(=O)CCCCCC(=O)Nc4ccccc4N)cc3C(=O)N([C@H](C)CO)C[C@@H]2C)cc1	2.8
C[C@@H]1CCCCO[C@H](CN(C)Cc2ccc(C(F)(F)F)cc2)[C@@H](C)CN([C@@H](C)CO)C(=O)c2cc(NC(=O)Nc3ccccc3)ccc2O1	-2.4
CNC[C@H]1OCCCC[C@H](C)Oc2ccc(NS(=O)(=O)c3ccc(C)cc3)cc2C(=O)N([C@H](C)CO)C[C@@H]1C	-5.8
COCC(=O)NC[C@@H]1[C@@H](c2ccc(C3=CCCC3)cc2)[C@H](CO)N1C(C)=O	17
C[C@@H]1CN([C@H](C)CO)C(=O)c2cc(C#CCN(C)C)cnc2O[C@@H]1CN(C)Cc1cccc(C(=O)O)c1	1.7
O=C(c1ccccn1)N1CC[C@@H]2[C@H]1c1cc(-c3ccccc3F)ccc1N[C@@H]2CO	1.3
C[C@H]1CN([C@@H](C)CO)C(=O)c2cc(NC(=O)Nc3ccccc3)ccc2O[C@@H]1CN(C)C(=O)Nc1ccc2c(c1)OCO2	1.7
COc1ccc(NC(=O)Nc2ccc3c(c2)C(=O)N([C@H](C)CO)C[C@H](C)[C@H](CN(C)S(=O)(=O)c2ccc(OC)cc2)OCCCC[C@H](C)O3)cc1	2.4
C[C@@H]1CN([C@H](C)CO)C(=O)c2cc(NC(=O)C3CCCCC3)ccc2O[C@@H]1CN(C)Cc1ccc(-c2ccccc2)cc1	-0.6
Cc1ccc(S(=O)(=O)Nc2cccc3c2O[C@H](CN(C)S(=O)(=O)c2cn(C)cn2)[C@H](C)CN([C@H](C)CO)C3=O)cc1	2.0
CO[C@H]1CN(C)C(=O)c2cccc(C#N)c2OCC[C@H]2CC[C@H](OC)[C@@H](CN(C)C(=O)[C@H]1C)O2	-1.3
CNC(=O)C[C@H]1CC[C@@H]2[C@@H](COc3ccc(NS(=O)(=O)c4ccc(F)cc4)cc3C(=O)N2C)O1	-3.3
COc1ccc(NC(=O)Nc2ccc3c(c2)C(=O)N(C)C[C@@H](OC)[C@@H](C)CN[C@@H](C)CO3)cc1	0.5
CCCNC(=O)C[C@H]1C[C@@H]2c3cc(NC(=O)Nc4ccccc4)ccc3O[C@@H]2[C@H](CO)O1	-2.5
C[C@H](CO)N1C[C@H](C)[C@H](CN(C)C(=O)Nc2ccc(F)cc2)Oc2ccc(NC(=O)Nc3ccc4c(c3)OCO4)cc2CC1=O	0.2
C[C@@H]1CCCCO[C@@H](CN(C)C(=O)Nc2ccc3c(c2)OCO3)[C@@H](C)CN([C@H](C)CO)C(=O)c2cc(NC(=O)Cc3ccccc3)ccc2O1	-3.2
Cc1noc(C)c1NC(=O)Nc1ccc2c(c1)CC(=O)N([C@H](C)CO)C[C@@H](C)[C@@H](CN(C)S(C)(=O)=O)O2	-0.1
C[C@@H]1CCCCO[C@H](CN(C)C(=O)CCCN(C)C)[C@@H](C)CN([C@H](C)CO)C(=O)c2cc(NC(=O)Nc3ccc4c(c3)OCO4)ccc2O1	2.2
C[C@H](CO)N1C[C@H](C)[C@H](CN(C)C(=O)C2CC2)Oc2cc(-c3ccccc3)ccc2S1(=O)=O	2.5
C[C@@H]1CN([C@H](C)CO)C(=O)Cc2cc(NC(=O)Nc3ccccc3)ccc2O[C@H]1CN(C)C(=O)Nc1ccc(C(F)(F)F)cc1	0.3
O=C(c1ccc(F)cc1)N1CC[C@@H]2[C@@H](CO)Nc3ccc(C#Cc4ccc(F)cc4)cc3[C@@H]21	-3.7
CO[C@@H]1CN(C)C(=O)c2ccc(NS(=O)(=O)c3ccccc3)cc2OC[C@@H](C)N(Cc2cccnc2)C[C@@H]1C	-3.3
COc1ccccc1-c1ccc2c(c1)[C@@H]1[C@@H](CCN1S(=O)(=O)c1ccccc1OC)[C@H](CO)N2	0.1
CS(=O)(=O)Nc1ccc2c(c1)[C@H]1C[C@@H](CC(=O)N3CCCCC3)O[C@@H](CO)[C@H]1O2	-1.3
COc1ccc(NC(=O)N(C)C[C@H]2OCCCC[C@@H](C)Oc3ccc(NC(=O)c4ccncc4)cc3C(=O)N([C@@H](C)CO)C[C@@H]2C)cc1	-3.1
COc1ccc(S(=O)(=O)Nc2ccc3c(c2)OC[C@@H](C)N(C(=O)NC(C)C)C[C@@H](C)[C@H](OC)CN(C)C3=O)cc1	-2.0
Cc1ccc(S(=O)(=O)N(C)C[C@@H]2Oc3ccc(NS(=O)(=O)c4cccs4)cc3C(=O)N([C@H](C)CO)C[C@@H]2C)cc1	0.1
CCCNC(=O)C[C@@H]1C[C@H]2c3cc(NC(=O)Cc4ccncc4)ccc3O[C@H]2[C@@H](CO)O1	-4.7
Cc1noc(C)c1NC(=O)N(C)C[C@@H]1Oc2ccc(NC(=O)Cn3cnnn3)cc2CC(=O)N([C@H](C)CO)C[C@H]1C	-0.7
COC(=O)C[C@H]1C[C@H]2c3cc(NC(=O)Nc4ccc(OC)cc4)ccc3O[C@H]2[C@H](CO)O1	-1.9
CC(C)NC(=O)N1C[C@H]2[C@@H](c3ccccc31)[C@H](CO)N2C(=O)Nc1ccccc1	0.2
CN1CCN(C(=O)C[C@H]2C[C@@H]3c4cc(NS(=O)(=O)c5ccc(F)cc5)ccc4O[C@@H]3[C@H](CO)O2)CC1	0.6
C[C@H]1CN([C@@H](C)CO)C(=O)c2cccc(NC(=O)Nc3ccc(C(F)(F)F)cc3)c2O[C@@H]1CN(C)C(=O)Nc1ccc2c(c1)OCO2	-3.5
Cc1ccc(S(=O)(=O)Nc2ccc3c(c2)C(=O)N([C@@H](C)CO)C[C@@H](C)[C@H](CN(C)Cc2ccccc2)OCCCC[C@@H](C)O3)cc1	-1.6
CO[C@H]1CN(C)C(=O)c2cc(NC(=O)NC(C)C)ccc2OC[C@H](C)N(CCC(F)(F)F)C[C@H]1C	1.0
CC(C)NC(=O)N1CC[C@H]2[C@@H]1c1cc(C#Cc3cccnc3)ccc1N(C)[C@H]2CO	14
O=S(=O)(c1ccccc1F)N1CCCCN2[C@H](CO)[C@H](c3ccc(-c4cccnc4)cc3)[C@@H]2C1	0.4
O=C(NC[C@@H]1[C@H](c2ccccc2)[C@H](CO)N1CC1CCCC1)c1cccnc1	1.3
CC(C)CC#Cc1ccc([C@H]2[C@@H](CO)N3CCCCN(C(=O)Nc4ccccc4)C[C@H]23)cc1	8.3
C[C@@H]1CN([C@H](C)CO)S(=O)(=O)c2ccc(-c3cncnc3)cc2O[C@H]1CN(C)C(=O)C1CC1	-0.8
COc1ccc(S(=O)(=O)N(C)C[C@@H]2Oc3c(NS(=O)(=O)c4ccc(F)cc4)cccc3C(=O)N([C@@H](C)CO)C[C@@H]2C)cc1	-1.3
CN1C(=O)c2cc(NC(=O)c3cccc(F)c3)ccc2OC[C@H]2O[C@@H](CC(=O)O)CC[C@H]21	16
CCC(=O)Nc1ccc2c(c1)C(=O)N(C)C[C@H](OC)[C@H](C)CN(Cc1ccncc1)[C@@H](C)CO2	-2.1
CCCC#Cc1cnc2c(c1)C(=O)N([C@@H](C)CO)C[C@H](C)[C@@H](CN(C)C(=O)C1CCCCC1)O2	1.5

Reprinted from the part before: 2 compounds, then new ones.
SMILES	Mtb BioA inh
CCC(=O)Nc1ccc2c(c1)C(=O)N(C)C[C@H](OC)[C@H](C)CN(Cc1ccncc1)[C@@H](C)CO2	-2.1
CCCC#Cc1cnc2c(c1)C(=O)N([C@@H](C)CO)C[C@H](C)[C@@H](CN(C)C(=O)C1CCCCC1)O2	1.5
C[C@@H]1CCCCO[C@@H](CN(C)Cc2ccccc2)[C@@H](C)CN([C@H](C)CO)C(=O)c2cc(NC(=O)c3ccccc3)ccc2O1	-0.1
O=C(C[C@H]1CC[C@H]2NC[C@@H](O)COC[C@@H]2O1)NCCN1CCCCC1	-1.1
C[C@H](CO)N1C[C@H](C)[C@@H](CN(C)C(=O)Nc2ccc(C(F)(F)F)cc2)Oc2ccc(NC(=O)CCC(F)(F)F)cc2CC1=O	0.3
Cc1noc(C)c1NC(=O)N1C[C@@H](O)COC[C@@H]2O[C@H](CC(=O)N3CCc4ccccc4C3)CC[C@H]21	-1.4
C[C@H](O)C#Cc1ccc2c(c1)O[C@@H](CN(C)CC1CCOCC1)[C@@H](C)CN([C@H](C)CO)S2(=O)=O	1.4
COCC(=O)Nc1ccc2c(c1)C(=O)N(C)[C@@H]1CC[C@@H](CC(=O)Nc3cn(C)nc3C)O[C@@H]1CO2	3.5
COCC(=O)N1C[C@H](C)[C@@H](OC)CN(C)C(=O)c2ccc(NS(C)(=O)=O)cc2OC[C@@H]1C	-2.6
COc1ccc(NC(=O)Nc2ccc3c(c2)C(=O)N([C@@H](C)CO)C[C@H](C)[C@@H](CN(C)C(=O)CCC(F)(F)F)OCCCC[C@@H](C)O3)cc1	0.8
COc1ccc(C#Cc2cnc3c(c2)C(=O)N([C@@H](C)CO)C[C@@H](C)[C@H](CN(C)C(=O)Nc2cccc(OC)c2)O3)cc1	-2.4
CCCC#Cc1ccc([C@H]2[C@@H](CO)N3CCCCN(Cc4cccnc4)C[C@H]23)cc1	0.9
C[C@@H]1CN([C@@H](C)CO)C(=O)Cc2cc(NC(=O)c3ccncc3)ccc2O[C@@H]1CN(C)C(=O)Nc1ccc(F)cc1	-0.9
CCCNC(=O)Nc1ccc2c(c1)C(=O)N(C)C[C@@H](OC)[C@@H](C)CN(C(=O)C1CCCCC1)[C@H](C)CO2	-5.2
CN(C)C(=O)c1cccc(-c2ccc3c(c2)[C@@H]2[C@@H](CCN2C(=O)c2ccccc2F)[C@@H](CO)N3)c1	8.5
Cc1noc(C)c1NC(=O)N(C)C[C@@H]1Oc2ccc(NS(=O)(=O)c3cccs3)cc2CC(=O)N([C@H](C)CO)C[C@H]1C	-1.3
CN1C(=O)c2cc(NC(=O)Nc3ccccc3F)ccc2OC[C@@H]2O[C@H](CC(=O)O)CC[C@H]21	6.2
CCCN(C)C[C@H]1OCCCC[C@@H](C)Oc2ccc(NS(=O)(=O)c3ccc(OC)cc3)cc2C(=O)N([C@H](C)CO)C[C@H]1C	-1.0
C/C=C/c1ccc([C@@H]2[C@@H](CO)N(C(=O)CC)[C@H]2CNC(=O)CC2CC2)cc1	3.2
C[C@H](CO)N1C[C@H](C)[C@@H](CN(C)S(C)(=O)=O)Oc2ccc(NS(=O)(=O)c3ccc(F)cc3)cc2C1=O	-2.7
CC(=O)Nc1ccc2c(c1)C(=O)N(C)[C@H]1CC[C@H](CC(=O)NC3CCCCC3)O[C@@H]1CO2	-3.5
C[C@@H]1CN([C@H](C)CO)C(=O)c2cccc(NS(=O)(=O)c3ccc(Cl)cc3)c2O[C@@H]1CN(C)S(=O)(=O)c1cn(C)cn1	-0.2

Screening data (PubChem)
